PAX8 reporter = inhibitors of PAX8-driven TPO luciferase reporter, primary screen, RMG-I cells, single concentration; SteadyGlo, 24 h; inhibition, % at 12.6 µM; 1.2% of 360,000 active; AID 652154, 2013;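 active means mean replicate inhibition at least 60% with every replicate also reaching 60%; inconclusive means only one of the two criteria is met; inactive means mean below 60% and not all replicates reaching 60%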;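 further: luciferase light reporting Pax8 driven TPO promoter activity; plate controls were median of neutral control wells for no effect and mitoxantrone controls for full effect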
LGR2 antag = inhibitors of bursicon-induced LGR2 CRE-luciferase signal, primary screen, cell-based, HEK293, CRE-luciferase reporter, bursicon stimulation. AID 720647, 2013. 0.35% of 380,000 active. inhibition, % at 9.99 µM. bursicon-stimulated, 4 h;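 active means drop in luminescence signal, shown as inhibition above about 50% in the replicate tests, limit read from the data, passing the limit was not always enough; inconclusive means probably only some replicates passing the limit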;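 further: agonist challenge used bursicon conditioned medium at about half maximal strength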
FN deposit inh = inhibitors of fibronectin matrix deposition, primary screen, AH1F cells, Alexa488-fibronectin fluorescence, plate reader; AID 743247, 2014; AH1F fibroblasts, overnight; inhibition, % at 12.6 µM; 0.086% of 350,000 active;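 active means mean inhibition across replicates of 30% or more, regardless of how many single replicates reach that level; inconclusive means mean under 30% yet at least half of replicates reach 30%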;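 further: positive control wells lacked labelled fibronectin entirely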
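material = AH1F fibroblast monolayer depositing Alexa488-labelled fibronectin into matrix | amount = 10000 AH1F cells/well | buffer or medium = DMEM plus 2% serum, read in PBS | incubation = 1 h cell adhesion before compound, then overnight fibronectin incubation | detection = fluorescence at 485 nm excitation, 525 nm emission | evaluation = percent inhibition as loss of matrix-bound fibronectin fluorescence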
ERAP1 HTS inh = human ERAP1 aminopeptidase inhibitors, primary screen, biochemical, single point, plate reader; Endoplasmic reticulum aminopeptidase 1 (Homo sapiens), Q9NZ08; recombinant ERAP1, Leu-AMC fluorescence, 60 min; inhibition, % at 10.7 µM; 0.15% of 340,000 active; AID 652197, 2013;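 active means mean replicate inhibition of at least 30%, or all replicates individually reaching that 30% level; inactive means mean below 30% and not every replicate reaching it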;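 further: 0% = neutral control wells and 100% = L-leucinethiol positive control wells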
Target sequence (Q9NZ08 whole entry, looked up): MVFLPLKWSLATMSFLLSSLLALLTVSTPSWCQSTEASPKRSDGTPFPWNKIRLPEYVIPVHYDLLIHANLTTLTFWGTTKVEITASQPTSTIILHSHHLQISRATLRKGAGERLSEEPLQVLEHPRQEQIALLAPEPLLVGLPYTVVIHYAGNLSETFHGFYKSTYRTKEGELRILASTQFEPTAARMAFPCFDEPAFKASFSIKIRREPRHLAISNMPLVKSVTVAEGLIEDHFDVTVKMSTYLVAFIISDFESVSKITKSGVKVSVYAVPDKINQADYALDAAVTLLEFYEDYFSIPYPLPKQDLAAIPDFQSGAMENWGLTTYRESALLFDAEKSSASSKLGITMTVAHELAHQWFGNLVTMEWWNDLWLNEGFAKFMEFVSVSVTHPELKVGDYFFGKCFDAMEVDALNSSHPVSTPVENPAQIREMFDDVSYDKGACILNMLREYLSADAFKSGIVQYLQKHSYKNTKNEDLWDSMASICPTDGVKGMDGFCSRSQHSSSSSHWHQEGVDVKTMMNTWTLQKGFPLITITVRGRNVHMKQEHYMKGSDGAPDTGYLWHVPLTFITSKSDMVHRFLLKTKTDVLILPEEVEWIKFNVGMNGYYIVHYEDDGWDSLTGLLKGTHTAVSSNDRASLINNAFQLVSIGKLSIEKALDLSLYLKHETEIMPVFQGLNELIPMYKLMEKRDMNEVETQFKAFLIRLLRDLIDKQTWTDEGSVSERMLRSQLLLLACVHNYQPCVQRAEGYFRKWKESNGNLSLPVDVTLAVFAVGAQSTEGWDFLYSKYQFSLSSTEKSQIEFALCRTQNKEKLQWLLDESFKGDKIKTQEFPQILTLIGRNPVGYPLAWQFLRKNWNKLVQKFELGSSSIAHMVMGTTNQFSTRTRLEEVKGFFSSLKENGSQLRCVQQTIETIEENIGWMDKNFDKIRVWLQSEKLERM
PGC1a acetyl inh = inhibitors of PGC1a acetylation signal, primary screen, cell-based, U2OS, AlphaScreen, inhibitor mode | AlphaScreen anti-acetyl-lysine; with virally co-expressed GCN5 acetyltransferase | inhibition, % at 15.6 µM | 0.17% of 350,000 active | AID 651687, 2012;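 active means every replicate shows inhibition of at least 40%; inconclusive means mean inhibition at least 40% but some replicate below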;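 further: 0% = neutral control wells and 100% = positive control wells; some results beyond the cut were filed as inactive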
PglD DTNB = C. jejuni PglD acetyltransferase inhibitors, primary screen, biochemical, DTNB colorimetric, single point | 0.098% of 360,000 active | UDP-N-acetylbacillosamine N-acetyltransferase PglD (Campylobacter jejuni) | purified PglD enzyme, DTNB colorimetric CoA detection | inhibition, % at 12.5 µM; in the data active means inhibition above about 16%, passing the limit was not always enough; inconclusive means no clear call, values can overlap the other calls; further: strong numbers were not always called active
Numbers without * were called inactive; ? = inconclusive; · = not tested or not shown. A portion of the library (hit frequency here may not be typical).

Every second line gives: PAX8 reporter	LGR2 antag	FN deposit inh	ERAP1 HTS inh	PGC1a acetyl inh	PglD DTNB
O=C(Nn1cnnc1)c1cc([N+](=O)[O-])cc([N+](=O)[O-])c1
→ ·	8.5	·	·	-11.6	7.3
Cc1c(C#N)c2ccccc2n1CC(=O)NCc1ccccc1
→ ·	0.0	·	·	-1.4	4.3
COc1ccc(C2CC(c3ccccc3)=NN2C(=O)c2cccs2)cc1 (configuration not stated)
→ ·	-27.4	·	·	9.3	0.4
c1ccc(CSc2nnc(-c3ccco3)n2Cc2ccccc2)cc1
→ ·	-43.4	·	·	2.4	-1.3
O=C(O)c1ccc2c(c1)OCCO2
→ ·	-2.1	·	·	2.7	2.8
CC(=O)c1ccc(NC2=C(N3CCOCC3)C(=O)c3ccccc3C2=O)cc1
→ ·	11.2	·	·	-3.8	10.0
CCOc1ccc(OCCOCCOc2c(Cl)cccc2Cl)cc1
→ ·	0.9	·	·	1.2	0.1
O=C(CN1CCC(n2nnc3cc(C(F)(F)F)ccc32)CC1)N1CCc2ccccc21
→ ·	-17.9	·	·	-0.2	2.5
CC(CN1CCOCC1)OC(=O)c1ccc2c(c1)OCCO2 (configuration not stated)
→ ·	-64.4	·	·	-1.6	10.6
CO/N=C/c1ccc(Sc2ccc(C)cc2)c([N+](=O)[O-])c1
→ ·	12.3	·	·	-3.8	-1.0
Nc1cnc(Br)cc1Br
→ ·	18.4	·	·	2.2	1.2
CC(C)c1ccccc1OCC(=O)NCC(c1cccs1)N1CCOCC1 (configuration not stated)
→ ·	13.2	·	·	-16.4	-0.8
COCC(C)n1c(C)cc(C(=O)CSc2nnc(N)s2)c1C (configuration not stated)
→ ·	2.4	·	·	0.8	-4.9
Nn1c(SCC(=O)Nc2ccc(S(=O)(=O)N3CCCC3)cc2)nnc1C(F)(F)F
→ ·	6.9	·	·	14.6	0.6
CSc1nnc(-c2cc(C)on2)n1-c1ccccc1
→ 6.7	-7.1	·	·	·	-3.9
Cc1[nH]c2ccccc2c1/C=C/C(=O)c1ccccc1
→ -8.9	-21.8	·	·	·	-4.3
CC(/C=C1\SC(=S)N(CCCC(=O)Nc2ccc(C(=O)O)cc2)C1=O)=C\c1ccccc1
→ -2.9	-5.9	·	·	·	-15.9
Cc1ccc(NC(=O)CN2C(=O)N/C(=C/c3ccc(C)s3)C2=O)cc1
→ -5.2	-8.1	·	·	·	-5.0
COc1ccc(/C=N/NC(=O)CSCc2ccc([N+](=O)[O-])cc2)cc1OC
→ -26.3	-15.7	·	·	·	3.5
CCC(C)[C@H](NC(=O)CCn1nnc2ccccc2c1=O)C(=O)O (some centres not stated)
→ 6.3	8.0	·	·	·	-1.6

Following part:
Every second line gives: PAX8 reporter	LGR2 antag	FN deposit inh	ERAP1 HTS inh	PGC1a acetyl inh	PglD DTNB
CC[n+]1c(/C=C(/C)SC)sc2ccccc21
→ -14.7	7.2	·	·	·	0.4
COc1ccc(/C=C/C(=O)OCc2cc(=O)n3c(n2)sc2ccccc23)cc1
→ -3.7	12.3	·	·	·	1.6
COC(C(=O)NC1CCCCCCC1)c1ccccc1 (configuration not stated)
→ -1.9	5.8	·	·	·	-2.5
Cn1c(-c2cccc3ccccc23)n[nH]c1=S
→ 14.1	-1.0	·	·	·	-1.0
CC(CCc1ccccc1)NC(=O)COC(=O)C12CC3CC(CC(Br)(C3)C1)C2 (configuration not stated)
→ -2.1	-7.9	·	·	·	-3.6
O=C(NNc1cc(N2CCOCC2)nc(N2CCOCC2)n1)c1ccc(Cl)cc1Cl
→ -6.8	9.6	·	·	·	2.0
Cc1ccc(NC(=O)Nc2ccccc2)cc1[N+](=O)[O-]
→ -131.4	-40.7	·	·	·	1.0
CCOc1ccc(-c2cn(-c3ccc(OC)cc3)c(SC)n2)cc1
→ -195.8	-2.6	·	·	·	-5.1
COC(CNC(=O)c1c[nH]c2ccc(S(=O)(=O)N3CCC4(CC3)OCCO4)cc2c1=O)OC
→ 12.5	-4.1	·	·	·	-1.8
COc1ccc(OCCCC(=O)NCCc2ccccc2)cc1
→ 10.0	17.0	·	·	·	-6.9
Cn1c(=O)c2c(ncn2CC(=O)OCC(=O)Nc2ccc(Cl)cc2)n(C)c1=O
→ -17.4	8.4	·	·	·	5.7
COc1cc(C(=O)Nc2ccc3c(c2)C(=O)c2ccccc2C3=O)cc(OC)c1OC
→ -16.5	-14.5	·	·	·	7.2
CCN(CC)c1ccc2c(-c3ccc(S(=O)(=O)O)cc3S(=O)(=O)[O-])c3ccc(=[N+](CC)CC)cc-3oc2c1
→ ·	15.4	·	3.0	·	1.3
CN(C)CCCn1c(NC(=O)C2CCCCC2)nc2ccccc21
→ ·	·	-0.2	·	-3.8	-5.9
CCCC(=O)Nc1nnc(CCN2CCCCC2)s1
→ ·	·	0.0	·	0.8	-2.5
COc1ccccc1CNC(=O)CCCOc1cc(=O)n(C)c2ccccc12
→ ·	·	6.1	·	-9.3	4.5
Nc1ccccc1SCc1cc([N+](=O)[O-])cc2c1OCOC2
→ ·	·	-2.1	·	-8.1	-4.1
CC1CCCCN1CC(=O)Nc1sccc1C#N (configuration not stated)
→ ·	·	-7.4	·	12.6	1.6
Cc1cccc2nc(CSc3nnc4ccccn34)cn12
→ ·	·	-3.5	·	2.6	-0.6
COc1cccc(C(=O)c2c[nH]c(C(=O)NCc3cccs3)c2)c1
→ ·	·	-1.6	·	-11.4	7.9

The results go on.
Every second line gives: PAX8 reporter	LGR2 antag	FN deposit inh	ERAP1 HTS inh	PGC1a acetyl inh	PglD DTNB
O=C(c1cccnc1)N1CCc2ccccc21
→ ·	·	-11.7	·	5.5	-0.3
Cc1ccc(OC(=O)COc2ccccc2C)c(-n2nc3ccccc3n2)c1
→ ·	·	-4.1	·	1.2	2.9
CCN(Cc1ccncc1)C(=O)c1cccs1
→ ·	·	4.7	·	-2.4	0.3
O=c1c2cc(N3CCOCC3)ccc2[nH]c(=S)n1CCCN1CCCCC1
→ ·	·	2.1	·	8.5	3.7
CCCOc1ccc(-c2nc(OCC)c3ccccc3n2)cc1
→ ·	·	-4.2	·	2.1	-0.2
CCOc1ccc(N2Nc3n[nH]c(N)c3N2)cc1
→ ·	·	-4.7	·	13.0	0.1
COC(=O)CNC(=O)CNC(=O)c1nn(-c2ccc(OC)c(Cl)c2)c(=O)c2ccccc12
→ ·	·	-2.8	·	7.7	4.3
CCCN1CCN(CCCNC(=O)Cn2nc(-c3ccc(C)cc3)ccc2=O)CC1
→ ·	·	-2.0	·	-6.2	0.8
O=C(Cn1ncc2c(=O)oc3ccccc3c21)N1CCN(C(=O)c2ccco2)CC1
→ ·	·	-3.2	·	0.2	-1.7
CC(C(=O)Nc1cccc([N+](=O)[O-])c1)n1nnc2ccccc21 (configuration not stated)
→ ·	·	-4.2	·	-0.1	0.6
CCOC(=O)c1cccc(NC(=O)c2cnccn2)c1
→ ·	·	-9.7	·	-11.3	2.9
CCC(=O)Nc1sc2c(c1C#N)CC(C)(CC)OC2 (configuration not stated)
→ ·	·	9.1	·	-2.1	1.4
COc1cccc(NC(=O)CCCn2c(=S)[nH]c3ccccc3c2=O)c1
→ ·	·	1.5	·	5.5	-9.5
CSc1cccc(NS(=O)(=O)c2cccs2)c1
→ ·	·	0.2	·	4.0	-3.8
CCc1ccc(CCC(=O)Nc2ccc(S(N)(=O)=O)cc2)o1
→ ·	·	-4.9	·	12.6	-2.3
Cc1cccc2sc(NC(=O)CCNS(=O)(=O)c3cccs3)nc12
→ ·	·	-2.9	·	2.5	-1.4
CCNc1ccc(C(=O)OCC)cc1NC(=O)c1cc(S(=O)(=O)N2CCOCC2)ccc1C
→ ·	·	-7.1	·	4.5	1.2
CCOC(=O)c1cc2occc2n1CCCN1C(=O)c2ccccc2C1=O
→ ·	·	4.5	·	2.5	1.9
CCOC(=O)C1CCCN(C(=S)Nc2ccc(C)cc2C)C1 (configuration not stated)
→ ·	·	7.5	·	-6.1	3.5
COc1ccc(CN(Cc2cccnc2)S(=O)(=O)c2ccc(-n3cnnn3)c(C)c2)cc1OC
→ ·	·	13.0	·	-4.1	-2.5

(cont.)
Every second line gives: PAX8 reporter	LGR2 antag	FN deposit inh	ERAP1 HTS inh	PGC1a acetyl inh	PglD DTNB
CC1CC(C)CN(C(=O)CSc2nc(Cc3cccs3)nc3ccccc23)C1 (configuration not stated)
→ ·	·	-17.4	·	-3.7	5.1
CCN(CC)CCCC(C)NC1=NCCCCC1 (configuration not stated)
→ ·	·	-3.0	·	5.2	1.9
Cn1cnc2nc3n(c2c1=O)CCC3
→ ·	·	17.4	·	0.0	0.3
CCN(CC)Cc1c(O)c(Cl)cc2c(C)c(C)c(=O)oc12
→ ·	·	-2.9	·	19.4	-2.2
CCCOC(=O)C1=C(C)NC2=C(C(=O)CCC2)C1c1cccs1 (configuration not stated)
→ ·	·	7.8	·	10.0	6.4
O=C(Cc1ncc(C(F)(F)F)cc1Cl)N1CCN(c2cccc(Cl)c2)CC1
→ ·	·	9.4	·	-8.9	0.6
COC(=O)c1cc2nc(-c3ccccc3)cc(C(F)(F)F)n2n1
→ ·	·	-10.8	·	8.4	0.0
COc1ccc(C(C)=O)cc1CN1C(=O)NC2(CCCCCC2)C1=O
→ ·	·	-6.6	·	-1.5	10.7
CCOC(=O)C1=C(c2ccccc2)NC(SCC(N)=O)=C(C#N)C1c1cccnc1 (configuration not stated)
→ ·	·	-2.3	·	-8.3	-1.3
O=C(CSc1cccc2cccnc12)OCC(=O)c1ccccc1
→ ·	·	-7.3	·	18.9	-0.8
Cc1ccc([N+](=O)[O-])cc1NC(=O)CN1CCC(C)CC1
→ ·	·	8.1	·	7.6	-2.2
CC(C)(C)NC(=O)c1ccc2nccnc2c1
→ ·	·	9.0	·	21.0	-6.9
COc1ccc(C2/C(=C(/O)c3ccccc3)C(=O)C(=O)N2c2ccccn2)c(OC)c1 (configuration not stated)
→ ·	·	1.6	·	-1.0	-1.4
COc1cc(C(=O)NCC(C)C)cc(OC)c1OC
→ ·	·	8.3	·	10.8	-6.4
CC(=O)c1c(COC(=O)c2ccccc2)nc2ccccc2[n+]1[O-]
→ ·	·	-4.0	·	?	-1.1
COc1ccc(-c2nnc(-c3ccc(Br)o3)o2)cc1OC
→ ·	·	-15.7	·	6.8	-171.6
CN(C)C(=O)c1noc2cc([N+](=O)[O-])ccc12
→ ·	·	-11.2	·	4.3	-5.3
CCN(CC)C(=O)c1cc2c(=O)n3cccc(C)c3nc2n1C
→ ·	·	-4.9	·	24.4	-3.1
CC(=O)Nc1ccc(NC(=O)C(C)Oc2ccccc2F)cc1 (configuration not stated)
→ ·	·	17.8	·	6.0	2.5
CCOC(=O)Nc1cccc(Cl)c1C
→ ·	·	-52.2	·	2.0	7.1

The listing continues.
Every second line gives: PAX8 reporter	LGR2 antag	FN deposit inh	ERAP1 HTS inh	PGC1a acetyl inh	PglD DTNB
COc1ccc(Nc2nc(N)nc(CSc3nnc(N)s3)n2)cc1
→ ·	·	6.2	·	-5.0	-0.8
COC(=O)c1ccc(NC(=O)c2sc3nc(-c4ccccc4)cn3c2C)cc1
→ ·	·	13.7	·	-5.7	-3.2
CSc1ccc(C(=S)N2CCN(C(c3ccccc3)c3ccccc3)CC2)cc1
→ ·	·	3.1	·	-11.6	-4.9
Cc1cc2occ(CC(=O)NC3=NCCS3)c2cc1C(C)C
→ ·	·	-5.7	·	-10.5	5.4
COC(=O)c1ccc(OC(=O)c2nn(C)cc2Cl)c(OC)c1
→ ·	·	-6.8	·	-14.3	0.2
CCNc1nc(NC(C)(C)C)nc(N2CCCC2)n1
→ ·	·	15.8	·	-4.3	-1.0

Compounds from the list above that contain a tert-butyl group (2):
Every second line gives: PAX8 reporter	LGR2 antag	FN deposit inh	ERAP1 HTS inh	PGC1a acetyl inh	PglD DTNB
CC(C)(C)NC(=O)c1ccc2nccnc2c1
→ ·	·	9.0	·	21.0	-6.9
CCNc1nc(NC(C)(C)C)nc(N2CCCC2)n1
→ ·	·	15.8	·	-4.3	-1.0
